# SK-BR-3 tox 24h = SK-BR-3 proliferation inhibitors; SK-BR-3 viability, CellTiter-Glo ATP luminescence, 24 h; active compounds read low; viability, % at 10 µM; 0.47% of 41,000 active; AID 847;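 active = viability at or below the median of all test compounds minus 3 SD, in both replicates if run twice, cut at about 45% in these data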;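 also: 100% = median untreated cell wells and 0% = median positive control drug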
# An asterisk follows results filed as active. A portion of the library; rates above refer to the full screens.
# The first 16 compounds as a preview:
compound	SK-BR-3 tox 24h
NC12CN3CN(CN(C3)C1)C2 (tested in a mixture with another compound)	110
COC(=O)CC1(Cc2ccccc2)C(=O)NC(=O)NC1=O	92
CCC(=NCc1ccco1)c1c(O)n(-c2ccc(OC)cc2)c(=O)[nH]c1=O	97
COc1ccc(C2=NCC(=O)N(CC(=O)NCc3ccco3)c3sc4c(c32)CCCC4)cc1OC	67
CCOc1ccc(-n2c(O)c(C=Nc3ccc(N4CCOCC4)cc3)c(=O)[nH]c2=O)cc1	89
Nc1cccc(N=Cc2c(O)n(Cc3ccc(F)cc3)c(=O)[nH]c2=O)c1	87
O=P(c1ccccc1)(c1ccccc1)N1CCCCC1	95
c1ccc2cc(CC3=NCCN3)ccc2c1	93
CCOc1ccc(C2SCC(=O)Nc3c2c(=O)[nH]n3C2CCCCCC2)cc1 (configuration not stated)	87
O=C1CC(=O)N(c2cccc(Cl)c2)C(=O)N1	71
CC(=NCC1CCCO1)c1c(O)n(-c2ccccc2)c(=O)[nH]c1=O (configuration not stated)	92
O=C(Nc1ccc(OC(=O)N2CCCC2)cc1)N1CCOCC1	98
O=C(CN1C2CCC1CC(O)(c1cccnc1)C2)Nc1ccc2c(c1)OCO2 (configuration not stated)	86
O=C(CN1CCN(CCO)CC1)Nc1ccc(Cl)cc1C(=O)c1ccccc1	110
CC(=O)CC(C)(C)n1c[n+](C)nn1	94
Cc1ccc(CCN2CC(C(=O)N3CCC4(CC3)OCCO4)CC2=O)cc1 (configuration not stated)	88

# Results, previewed entries included:
compound	SK-BR-3 tox 24h
NC12CN3CN(CN(C3)C1)C2 (tested in a mixture with another compound)	110
COC(=O)CC1(Cc2ccccc2)C(=O)NC(=O)NC1=O	92
CCC(=NCc1ccco1)c1c(O)n(-c2ccc(OC)cc2)c(=O)[nH]c1=O	97
COc1ccc(C2=NCC(=O)N(CC(=O)NCc3ccco3)c3sc4c(c32)CCCC4)cc1OC	67
CCOc1ccc(-n2c(O)c(C=Nc3ccc(N4CCOCC4)cc3)c(=O)[nH]c2=O)cc1	89
Nc1cccc(N=Cc2c(O)n(Cc3ccc(F)cc3)c(=O)[nH]c2=O)c1	87
O=P(c1ccccc1)(c1ccccc1)N1CCCCC1	95
c1ccc2cc(CC3=NCCN3)ccc2c1	93
CCOc1ccc(C2SCC(=O)Nc3c2c(=O)[nH]n3C2CCCCCC2)cc1 (configuration not stated)	87
O=C1CC(=O)N(c2cccc(Cl)c2)C(=O)N1	71
CC(=NCC1CCCO1)c1c(O)n(-c2ccccc2)c(=O)[nH]c1=O (configuration not stated)	92
O=C(Nc1ccc(OC(=O)N2CCCC2)cc1)N1CCOCC1	98
O=C(CN1C2CCC1CC(O)(c1cccnc1)C2)Nc1ccc2c(c1)OCO2 (configuration not stated)	86
O=C(CN1CCN(CCO)CC1)Nc1ccc(Cl)cc1C(=O)c1ccccc1	110
CC(=O)CC(C)(C)n1c[n+](C)nn1	94
Cc1ccc(CCN2CC(C(=O)N3CCC4(CC3)OCCO4)CC2=O)cc1 (configuration not stated)	88
O=C1NC(=O)C2(Cc3c(nc4ccccn4c3=O)N3CCCCCC32)C(=O)N1Cc1ccccc1 (configuration not stated)	81
COc1ccc(Nc2ncc(C(=O)N3CCC4(CC3)OCCO4)c3ccccc23)cc1	96
CC(=O)NC1CC2CCC(C1)N2 (configuration not stated)	87
Cc1cc(OC(=O)c2ccco2)c2c3c(c(=O)oc2c1)CCC3	99
COC(=O)c1ccccc1OP1(=O)COc2ccccc2OC1	84
CCOC(=O)c1c(-c2ccccc2)oc2ccc(OC(=O)N(C)C)cc12	84
CCCCN1C(=O)NC(=O)C2(Cc3c(nc4ccccn4c3=O)N3CCc4ccccc4C32)C1=O (configuration not stated)	86
Nc1ccnn1C1CCNCC1	125
CC(=O)Nc1cc(C(=O)N2CCC3(CC2)OCCO3)ccc1S(=O)(=O)c1ccc(C)cc1	111
CC1(C)COC(Nc2ccc(Cl)cc2)=N1	94
COCCCn1c(N)c(C(=O)OCCOC)c2nc3ccccc3nc21	77
CCSP1(=S)N=C(N2CCOCC2)C(C#N)=C2CCCN21 (configuration not stated)	95
CCOCC(=O)NC1CCSC1=O (configuration not stated)	100
COc1ccc(CC2C(=O)NC(=O)N(c3ccccc3)C2=O)c(OC)c1 (configuration not stated)	93
CC(=O)c1c(C)n(CCCOC(C)C)c2ccc(O)cc12	91
Cc1cc(OCc2nn[nH]n2)c2c3c(c(=O)oc2c1)CCC3	92
COCCCn1c(N)c(C(=O)NCCC(C)C)c2nc3ccccc3nc21	135
O=C(O)CCCc1ccc(N(CCCl)CCCl)cc1	100
CCOP(=S)(OCC)c1ccc(N(C)C)cc1	86
Cc1oc2ccc(OC(=O)N(C)C)cc2c1C(=O)OC(C)C	82
O=c1cc(C2CCNCC2)[nH][nH]1	88
C[C@H]1CCC/C=C/C2C[C@H](O)CC2[C@H](O)/C=C/C(=O)O1 (some centres not stated)	100
COP(=O)(OC)C(O)C(Cl)(Cl)Cl (configuration not stated)	99
COC(=O)C(O)(c1cn(C)c2ccccc12)C(F)(F)F (configuration not stated)	73
Cc1cc(OCC(=O)OC(C)(C)C)c2c3c(c(=O)oc2c1)CCC3	129
COc1ccccc1N=Cc1c(O)n(C)c(=O)n(C)c1=O	93
Cn1c(O)c(/C=N/c2ccccn2)c(=O)n(C)c1=O	91
O=C(NC[P+](=O)O)OCc1ccccc1	79

# Compound activity: PubChem, SRMLSC
